Assay outcomes deposited in PubChem by National Center for Advancing Translational Sciences (NCATS).
GAA glycogen: qHTS Assay for Inhibitors and Activators of Human alpha-Glucosidase Cleavage of Glycogen. Lysosomal alpha-glucosidase (Homo sapiens), P10253. recombinant GAA, glycogen substrate, Amplex Red glucose oxidase fluorescence. Potency, µM (highest dose often 76.4 µM), inactives show top-dose activity change, negative = inhibition, most hits filed as inhibitors. 0.38% of 300,000 active. AID 2100, 2009; active means well fitted inhibition curve with a large enough effect; inconclusive means small, poorly fitted or top-dose-only effect, or another doubt; inactive means no such curve, though single readings can be large or run the other way;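 further: 0% = full enzyme reaction and -100% = no-enzyme basal signal; the screen sought inhibitors and activators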
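Recombinant human alpha-glucosidase (4 nM final) hydrolysed bovine liver glycogen (30 ug) for 40 min at 37 C in pH 5.0 citrate/phosphate with 0.01% Tween-20. Released glucose detected by glucose oxidase/Amplex Red, Ex 573/Em 610 nm. Compounds up to 77 uM; AC50 from Hill fits.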
Active calls of the source: *; ? = inconclusive; [ ] = another dose, or the depositor's remark. Potency means the concentration at half of the fitted maximal effect. The list is partial; count on the stated rates, not on these rows.

Start of the listing, in advance, 2 compounds:
SMILES	GAA glycogen
CCC(=O)Nc1nnc(S(=O)(=O)N(CC)c2ccc(Cl)cc2)s1	1%
CC(C(=O)N1CCCC1)N(c1ccccc1)S(C)(=O)=O (stereo not drawn)	4%[76.3 µM]

Results, repeating the preview:
SMILES	GAA glycogen
CCC(=O)Nc1nnc(S(=O)(=O)N(CC)c2ccc(Cl)cc2)s1	1%
CC(C(=O)N1CCCC1)N(c1ccccc1)S(C)(=O)=O (stereo not drawn)	4%[76.3 µM]
O=C(NCc1ccc(F)cc1)c1cccnc1	0%[76.3 µM]
Cc1cccc(NC(=O)CSCC(=O)Nc2nnc(C3CC3)s2)c1	3%[76.3 µM]
COc1ccc(C(=O)CC(=O)C(=O)Nc2ccccc2)cc1	-2%
CN(C)CCCN(C(=O)c1ccc(S(=O)(=O)N2CCCCCC2)cc1)c1nc2c(F)cccc2s1	1%[76.3 µM]
CC(=O)c1nn(-c2cccc(C(F)(F)F)c2)c(=O)[nH]c1=O	4%
CCN(CC)c1ccc(NC(=O)Nc2ccccc2)cc1	-8%
CCn1cnc2cc(NCc3ccc(Br)cc3)ccc21	-28%
Fc1ccccc1CNc1nc(-c2cccnc2)nc2ccccc12	-6%
CCN(CC)S(=O)(=O)c1ccc(-c2cn3ccc(C)cc3n2)cc1	1%[76.3 µM]
O=C(CSc1nnc(CNC(=O)c2c(F)cccc2F)o1)NCc1ccccc1	-1%[76.3 µM]
COc1cc2ccccc2cc1C(=O)N(CCN(C)C)c1nc2c(F)cc(F)cc2s1	-10%[76.3 µM]
CC(=O)Nc1ccc(S(=O)(=O)NC2=NCN(c3ccc([N+](=O)[O-])cc3)CN2)cc1	4%[76.3 µM]
O=C(c1ccc(NS(=O)(=O)c2cccc(F)c2)cc1)N1CCCC1	2%[76.3 µM]
O=C(CSc1cn[nH]n1)Nc1cccc(C(=O)O)c1	1%
Cc1nc2ccc([N+](=O)[O-])cc2c(=O)n1Cc1ccccc1Br	-8%[76.3 µM]
CC(NC(=O)c1ccccc1)C(=O)N/N=C/c1ccco1 (stereo not drawn)	-3%
COc1ccc2c(c1)CCc1cn[nH]c1-2	2%
O=C(COCc1cc(-c2cccs2)on1)NC1CCCCC1	9%[76.3 µM]
Cc1ccc(OS(=O)(=O)c2ccc(N3C(=O)CCC3=O)cc2)cc1	-1%
COc1cc(C(C)=O)ccc1OCc1cc(C(=O)N2CCSCC2)no1	6%[76.3 µM]
COc1ccc(C(=O)NC(=C(Cl)Cl)S(=O)(=O)c2ccc(C)cc2)cc1	5%[76.3 µM]
O=C(O)C(=O)Nc1ccc(NC(=O)C(c2ccccc2)c2ccccc2)cc1	-3%
C=C(C)c1cccc(C(C)(C)NC(=O)NNC(=O)c2ccccc2O)c1	-2%
O=C(COC(=O)c1cc([N+](=O)[O-])ccc1Cl)NC1CCCC1	3%
CSc1ccccc1OCc1cc(C(=O)N(C)Cc2ccc(C)o2)no1	0%[76.3 µM]
CCN1CCN(C(=O)c2cc(=O)c3cc(C)ccc3o2)CC1	6%
Cc1ccccc1CC(=O)N1CCCc2ccccc21	-10%[76.3 µM]
COC(=O)c1ccc(CN2CCC(n3nccc3NC(=O)C3CC3)CC2)cc1	4%[76.3 µM]
C=CCN(C(=O)c1ccc2c(c1)nnn2C)c1ccccc1	-1%[76.3 µM]
CC1CCCCN1C(=O)CSc1nnc(-c2cccs2)o1 (stereo not drawn)	-21%
Cc1cc(C)c(NC(=O)C2CC3CCC2C3)c(C)c1 (stereo not drawn)	3%[76.3 µM]
CSc1ncccc1C(=O)NCC(=O)Nc1ccc(F)c(F)c1	-2%[76.3 µM]
CC1=C(C(=O)OC2CCCC(C)C2)C(c2ccccc2)NC(=O)N1 (stereo not drawn)	0%[76.3 µM]
CCOc1ccccc1/C=N/Nc1ccc(Cl)nn1	4%
C/C(=N\Nc1nc(C)cc(-c2ccccc2)n1)c1ccccc1	0%[76.3 µM]
O=C1CNC(=S)N1Cc1ccccc1Cl	0%
CSc1ccc(CN2CCCC(N3CCN(c4ccccc4)CC3)C2)cc1 (stereo not drawn)	-9%[76.3 µM]
O=C(NCc1ccccc1)c1ccc[n+]([O-])c1	17%[76.3 µM]
CCOc1ccc(S(=O)(=O)N2CCCC(C(=O)Nc3ccccc3)C2)cc1 (stereo not drawn)	-7%[76.3 µM]
O=C(O)CCSc1nnc(COc2ccc(Cl)cc2)n1-c1ccccc1	1%[76.3 µM]
Cc1ccc(NC(=O)C2CCCN2c2nn3c(=O)cc(C)nc3s2)cc1 (stereo not drawn)	17%[76.3 µM]
Cc1c(C)n(CCCN(C)C)c2ncnc(Nc3ccccc3)c12	5%
CC(C)CC(=O)Nc1ccc(-c2cn3cccnc3n2)cc1	-18%
COc1ccc(N2CCN(CC(O)COC(c3ccc(F)cc3)c3ccc(F)cc3)CC2)cc1 (stereo not drawn)	-11%
O=[N+]([O-])c1ccc(N/N=C/c2ccccc2O)cc1	2%
Cn1c(=O)oc2cc(S(=O)(=O)Nc3cccc([N+](=O)[O-])c3)ccc21	-2%
COc1ccc(CCNC(=O)C2CCN(S(=O)(=O)c3ccc(C)cc3)CC2)cc1OC	-10%[76.3 µM]
COC(=O)C1CN(C(=O)C(C)Oc2ccc(C(C)C)cc2)c2ccccc2O1 (stereo not drawn)	-5%

(list continues)
SMILES	GAA glycogen
Cc1ccccc1OCC(=O)Nc1ccc(N2CCN(C)CC2)c(Cl)c1	-1%
Cc1nn(C)cc1S(=O)(=O)Nc1cccc(Cl)c1	-4%
COc1ccc(N(CC(=O)NCCc2ccccc2)C(=O)c2csnn2)cc1OC	0%[76.3 µM]
CCOc1ccccc1-c1noc(CCC(=O)NC2CCCCC2)n1	-4%
CN(C)CCNc1ncnc2oc(-c3ccccc3)c(-c3ccccc3)c12	-3%
Cc1ccc(-c2nnc(Nc3ccc(CC(N)=O)cc3)c3ccccc23)cc1S(=O)(=O)NCCO	15%[76.3 µM]
O=C(CCN1CCN(c2ccc([N+](=O)[O-])cc2)CC1)c1ccc(Cl)cc1	0%
Cc1ccc(NS(=O)(=O)c2cc(C(=O)Nc3cccnc3)ccc2C)cc1	-4%[76.3 µM]
S=C(Nc1ccc(Br)cc1)Nc1ccc2c(c1)OCCO2	?
CC(CN1CCOCC1)OC(=O)c1ccc(C(C)(C)C)cc1 (stereo not drawn)	-13%[76.3 µM]
COc1cc2c(cc1OC)CN(C(=O)CCNS(=O)(=O)c1ccccc1F)CC2	1%[76.3 µM]
CC1CCCC(NC(=O)CCS(=O)(=O)c2cc3c(cc2Cl)NC(=O)CO3)C1C (stereo not drawn)	-2%[76.3 µM]
CCOc1c(C)cc(S(=O)(=O)NCc2ccccn2)c(C)c1C	11%[76.3 µM]
CC(=O)Nc1ccc(C(=O)OCCc2ccccc2)cc1	-2%
O=C(Nc1ccon1)Nc1ccccc1C(F)(F)F	-4%[76.3 µM]
O=C(CN1C(=O)/C(=C/c2cccc(Cl)c2)SC1=S)NC1C=CS(=O)(=O)C1 (stereo not drawn)	1%[76.3 µM]
CCn1ncc(Br)c1C(=O)Nc1cccc(C(C)=O)c1	-5%
Cc1ccnc(SC2CC(=O)N(c3ccc([N+](=O)[O-])cc3)C2=O)n1 (stereo not drawn)	-11%[76.3 µM]
COc1ccc(C(=O)Nc2ccccc2C(=O)Nc2cccnc2)cc1	-5%
COc1ccc(C(C(=O)NC(C)(C)C)N(Cc2cccnc2)C(=O)CCC(=O)Nc2cc(C)on2)cc1 (stereo not drawn)	5%
Cc1ccc(CNS(=O)(=O)c2ccc3c(c2)NC(=O)CO3)cc1	7%[76.3 µM]
CCc1ccccc1NC(=O)CN(c1ccc(OC)cc1OC)S(=O)(=O)c1ccccc1	0%[76.3 µM]
COc1ccc(NC(=O)c2cc(S(=O)(=O)N3CCc4ccccc43)cn2C)c(OC)c1	5%[76.3 µM]
COC(=O)c1ccc(NC(=O)CSc2nn3c(=O)c(C)nnc3s2)cc1	-8%[76.3 µM]
O=C(CNS(=O)(=O)c1ccc(Br)cc1)NCc1cccnc1	-9%[76.3 µM]
COc1ccc(/C=N/NC(=O)CNC(=O)/C=C/c2ccccc2OC)cc1	-1%
COc1ccc(C(=O)NCCC2=CCCCC2)cc1OC1CCN(C(C)C)CC1	1%[76.3 µM]
COc1ccc(N(CC(=O)NCCSCc2ccccc2C)S(=O)(=O)c2ccccc2)cc1	-1%[76.3 µM]
COc1cc(OC)c(C(=O)N2CCN(c3ccccn3)CC2)cc1OC	-13%[76.3 µM]
NS(=O)(=O)c1ccccc1NC(=O)c1c(O)c2ccccc2[nH]c1=O	0%
Cc1ccc(N(CC(=O)NCc2ccccn2)S(=O)(=O)c2ccccc2)cc1Cl	-1%[76.3 µM]
COC(=O)[C@@H](NC(=O)N1CCC(Cc2ccccc2)CC1)C(C)C	-4%
CCCc1nc(SCC(=O)N2CCOCC2)c2c(C)c(C)sc2n1	-13%
Cn1c(=O)n(C)c2cc(NC(=O)CSc3nc4ccccc4c(=O)[nH]3)ccc21	-11%
Cc1cc(C)cc(C(=O)NC(CC(N)=O)c2ccc(NC3CCCCCCCCCCC3)c([N+](=O)[O-])c2)c1 (stereo not drawn)	-5%[76.3 µM]
O=C(CCS(=O)(=O)c1ccccc1)Nc1ccccn1	2%
Cc1cccc(N2CC(C(=O)Nc3nnc(SCCN4CCOCC4)s3)CC2=O)c1 (stereo not drawn)	-5%[76.3 µM]
COc1ccccc1CCn1c(N)cc(=O)[nH]c1=O	6%
CCOc1ccc(NS(=O)(=O)c2ccc(-c3coc(C)n3)cc2)cc1	-9%[76.3 µM]
CCOC(=O)c1c(C)n(CC)c2c1cc(O)c1ccccc12	?
COc1ccc(CNC(=O)CN(Cc2ccc(C)cc2)C(=O)c2csnn2)cc1	3%
Cc1ccc2cc(CN(CCc3ccccc3)C(=S)NCCCN(C)C)c(=O)[nH]c2c1	?
COc1ccccc1N1CCN(C(=O)CNC(=O)Cn2cnc3sc(C)c(C)c3c2=O)CC1	7%[76.3 µM]
COC(=O)c1sccc1NC(=O)Nc1cccc([N+](=O)[O-])c1	0%[76.3 µM]
CCc1ccc(-c2cc(C)no2)cc1S(=O)(=O)NCCN1CCC(C)CC1	-2%[76.3 µM]
Cc1ccc(NC(=O)c2cccc(S(=O)(=O)N3CCN(c4ccc(F)cc4)CC3)c2)nc1	2%[76.3 µM]
COc1ccc(/C=C/c2noc(-c3ccccc3OC(C)=O)n2)cc1	-3%
COc1cccc(Oc2nc(-c3ccccc3O)nc3ccccc23)c1	4%
Nc1n[nH]c(N)c1N=Nc1ccccc1F	?
O=C(O)c1cc([N+](=O)[O-])cc([N+](=O)[O-])c1N1CCN(c2cccc(C(F)(F)F)c2)CC1	0%

(continued)
SMILES	GAA glycogen
O=C(Nc1ccc([N+](=O)[O-])cc1)N1CCCCCC1	?
Cn1c(C(=O)NN)cc2cc(Oc3ccccc3)ccc21	?
O=C(Nc1ccc(-n2cc(Cl)cn2)cc1)c1ccncc1	-4%[76.3 µM]
COc1ccc(C)cc1N(CC(=O)N1CCCCCC1)S(=O)(=O)c1ccccc1	2%
CSc1ncccc1C(=O)N(C)CC(=O)Nc1cccc(F)c1	-5%[76.3 µM]
COc1ccc(NC(=O)CS(=O)c2ccccc2Cl)cc1 (stereo not drawn)	4%[76.3 µM]
COc1ccc(N(C(=O)c2snc(C(N)=O)c2N)C(C(=O)NC2CCCC2)c2ccco2)cc1 (stereo not drawn)	-4%
CCOC(=O)/C(C(=Nc1ccccc1)Nc1ccccc1)=C(\C)O	-7%[76.3 µM]
Cc1cc(C)cc(Oc2coc3c(CN(C)C)c(O)ccc3c2=O)c1	-8%[76.3 µM]
Cc1ccc(S(=O)(=O)Nc2ccc(C(=O)NC3CC3)cc2)cc1	-2%[76.3 µM]
O=C(Nc1ccnn1C1CCN(C2CCCC2)CC1)c1ccccc1	-1%[76.3 µM]
CCOC(=O)[C@@H]1[C@H]2COc3cc(OC)ccc3[C@@H]2N2C(=O)N(c3cccc(Cl)c3)C(=O)[C@]12C	-11%[76.3 µM]
COC(=O)[C@H](Cc1ccccc1)NC(=O)N1Cc2ccccc2C[C@H]1C(=O)OC	-3%

6 successive entries from above:
SMILES	GAA glycogen
CCOC(=O)/C(C(=Nc1ccccc1)Nc1ccccc1)=C(\C)O	-7%[76.3 µM]
Cc1cc(C)cc(Oc2coc3c(CN(C)C)c(O)ccc3c2=O)c1	-8%[76.3 µM]
Cc1ccc(S(=O)(=O)Nc2ccc(C(=O)NC3CC3)cc2)cc1	-2%[76.3 µM]
O=C(Nc1ccnn1C1CCN(C2CCCC2)CC1)c1ccccc1	-1%[76.3 µM]
CCOC(=O)[C@@H]1[C@H]2COc3cc(OC)ccc3[C@@H]2N2C(=O)N(c3cccc(Cl)c3)C(=O)[C@]12C	-11%[76.3 µM]
COC(=O)[C@H](Cc1ccccc1)NC(=O)N1Cc2ccccc2C[C@H]1C(=O)OC	-3%
